Bioassay records (PubChem)
AmpC det inh: AmpC beta-lactamase inhibition, detergent assay; actives 0.09% (n = 71,000); P00811; AID 584; Potency, µM (highest dose often 28.7 µM), inactives show at the highest dose activity change, negative = inhibition; purified AmpC, nitrocefin hydrolysis with detergent; active means well fitted curve in the direction sought with a large enough effect
Target sequence (P00811 whole entry, looked up): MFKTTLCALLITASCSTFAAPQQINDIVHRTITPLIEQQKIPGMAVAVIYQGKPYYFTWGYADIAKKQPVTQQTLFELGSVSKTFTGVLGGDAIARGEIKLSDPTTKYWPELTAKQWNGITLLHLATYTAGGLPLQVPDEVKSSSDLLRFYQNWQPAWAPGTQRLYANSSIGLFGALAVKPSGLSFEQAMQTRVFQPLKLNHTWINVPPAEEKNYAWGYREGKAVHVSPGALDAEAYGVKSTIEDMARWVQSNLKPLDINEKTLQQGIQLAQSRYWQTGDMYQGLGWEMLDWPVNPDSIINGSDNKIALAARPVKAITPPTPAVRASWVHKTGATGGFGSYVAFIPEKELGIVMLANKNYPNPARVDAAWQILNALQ
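E. coli AmpC (5.3 nM) in 20 mM phosphate pH 7.0 with 0.01% Triton X-100, preincubated 15 min RT with compound; nitrocefin (2 uL of 800 uM stock) hydrolysis followed by 480 nm absorbance every 20 s over 4 min.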
Numbers without * were called inactive; [ ] = remark or other dose. On the % scale 0 is the no-effect control and ±100 the full control effect; potency means the concentration at half of the fitted maximal effect.

Screening COc1ccc(C(=O)N2CCC3(CCCN(C(c4ccccc4)c4ccccc4)C3)CC2)cc1 returned AmpC det inh -2.5%.
Screening O=C(COC(=O)CCC(=O)c1cccs1)Nc1ccc(S(=O)(=O)N2CCOCC2)cc1 returned AmpC det inh -3.5%.
`CCCOc1ccc(-c2nnn(CC(=O)OCC)n2)cc1` gave AmpC det inh -2.3%.
For COc1nc(-c2ccccc2)cc(C(F)(F)F)n1 the results were AmpC det inh -3.7%.
Cc1occc1C(=O)Nc1cc(C(C)(C)C)on1 was read as AmpC det inh 0.4%.
CC(C)[C@]1(Cl)CC[C@@H]2[C@]3(C)CCC[C@@](C)(C(=O)O)[C@H]3C[C@H](Cl)[C@@]2(Cl)[C@H]1Cl was read as AmpC det inh 7.9%[5.75 µM].
`CCOC(=O)c1[nH]c(C)c(C(=O)NC2CCCC2)c1C` gave AmpC det inh 8.8%.
For Cn1c(-c2ccc3c(c2)OCO3)cnc1NCc1ccc(Cl)cc1 the results were AmpC det inh -3.4%.
For CCCC(=O)Nc1ccc(S(=O)(=O)Nc2cc(C)nc(C)n2)cc1 the results were AmpC det inh 13.2%.
O=C(Nc1ccc(S(=O)(=O)N2CCc3ccccc32)cc1)c1ccc2c(c1)OCO2 was read as AmpC det inh 2.1%.
Screening CC(C)N(CC[C@@](C(N)=O)(c1ccccc1)c1ccccn1)C(C)C returned AmpC det inh -2.4%[12.8 µM].
For O=C(Cn1cc2c(n1)CCCCC2)Nc1ccc(F)cc1F the results were AmpC det inh 5.4%.
Cc1ccc(NC(=O)CS(=O)CC(=O)NC2CCN(Cc3ccccc3)CC2)c(C)c1 (stereo unspecified) was read as AmpC det inh 14.0%.
Screening CS(=O)(=O)NC1c2cccc3cccc(c23)C1Sc1nncn1/N=C/c1ccco1 (stereo unspecified) returned AmpC det inh -5.0%.
For N=c1oc2c3c4c(cc2cc1C(=O)Nc1ccccc1)CCCN4CCC3 the results were AmpC det inh -4.6%.
Screening COc1ccc2oc(-c3ccccc3)c(C(N)=O)c2c1 returned AmpC det inh 13.5%.
O=C1Nc2c(Br)cc(Br)cc2C1(O)N1CCOCC1 (stereo unspecified) was read as AmpC det inh -3.6%.
`CC1Cc2nc(SCC(=O)NCC3CCCO3)n(Cc3ccccc3)c(=O)c2S1` (stereo unspecified) gave AmpC det inh -3.0%.
CCOc1ccccc1NC1c2ccccc2C(=O)N1c1ccc(C)cn1 (stereo unspecified) was read as AmpC det inh 12.7%.
Screening COc1cc(C(=O)N2CCC(NC(=O)C(Cc3ccc(C)cc3)NC(C)=O)CC2)cc(OC)c1OC (stereo unspecified) returned AmpC det inh 11.4%.
Cc1nc(SCC(=O)N2CCC(C(N)=O)CC2)n[nH]1 was read as AmpC det inh 0.5%.
For O=C(CSc1nc2ccccc2s1)Nc1ncccn1 the results were AmpC det inh 11.1%.
`Cc1ccc2c(c1)N(CC(=O)N(Cc1ccc3c(c1)OCO3)CC1CCCO1)C(=O)C(C)O2` (stereo unspecified) gave AmpC det inh -1.0%.
`CCC(C)c1c(O)nc(SCC(=O)N2CCOCC2)[nH]c1=O` (stereo unspecified) gave AmpC det inh 0.7%.
`CCCC(=O)c1cc2cc(Cl)ccc2oc1=O` gave AmpC det inh 23.7%.
Screening COc1ccc(CNC(=O)CSc2nc3nc(C)cc(C)n3n2)cc1 returned AmpC det inh -1.2%.
`CN1CCC(NC(=O)c2cccs2)CC1` gave AmpC det inh 13.1%.
`Nc1ccccc1-c1ccccc1` gave AmpC det inh 8.0%.
`Nn1cc(-c2ccccc2)nc1SCC(=O)NCCN1C(=O)CSC1=O` gave AmpC det inh -2.5%.
For CC(C)COC(=O)CCn1[nH]c(=O)c2ccccc2c1=O the results were AmpC det inh -3.4%.

Sorted by SMILES length (high to low): some entries from above.
`Cc1ccc2c(c1)N(CC(=O)N(Cc1ccc3c(c1)OCO3)CC1CCCO1)C(=O)C(C)O2` (stereo unspecified) gave AmpC det inh -1.0%.
`CC1Cc2nc(SCC(=O)NCC3CCCO3)n(Cc3ccccc3)c(=O)c2S1` (stereo unspecified) gave AmpC det inh -3.0%.
CCOc1ccccc1NC1c2ccccc2C(=O)N1c1ccc(C)cn1 (stereo unspecified) was read as AmpC det inh 12.7%.
O=C1Nc2c(Br)cc(Br)cc2C1(O)N1CCOCC1 (stereo unspecified) was read as AmpC det inh -3.6%.
For O=C(CSc1nc2ccccc2s1)Nc1ncccn1 the results were AmpC det inh 11.1%.
`CCCC(=O)c1cc2cc(Cl)ccc2oc1=O` gave AmpC det inh 23.7%.
`CN1CCC(NC(=O)c2cccs2)CC1` gave AmpC det inh 13.1%.

New compounds follow:
For CC1(C)CC(=O)C=C(Nc2cccc(O)c2)C1 the results were AmpC det inh 1.8%.
`COc1cccc(Nc2c(F)c(OC)c(F)c(F)c2C(=O)O)c1` gave AmpC det inh -2.7%.
For COc1cc(C2NC(=O)NC(C)=C2C(=O)OCc2ccc(C)cc2)cc(OC)c1O (stereo unspecified) the results were AmpC det inh -1.8%.
Screening CN(c1cccc(NS(=O)(=O)c2cccs2)c1)S(C)(=O)=O returned AmpC det inh -2.3%.
`CC(C)NC(=O)C1CCN(Cc2cnn(-c3ccccc3)c2-n2cccc2)CC1` gave AmpC det inh -0.8%.
For COC(=O)c1cc(=O)nc2sc(-c3ccc(F)cc3)nn12 the results were AmpC det inh 2.9%.
`O=C(Nc1ccccc1)N1CC[C@@]2(CCCN(C(=O)c3cccc(F)c3)C2)C1` gave AmpC det inh -1.3%.
Screening CC12C=CC3(CN(Cc4ccccc4)C(=O)C3C1C(=O)NC1CC1)O2 (stereo unspecified) returned AmpC det inh 0.1%.
`COc1ccc(OC)c(NC(=O)CSc2nnc(Cc3cccn3C)n2CCc2ccccc2)c1` gave AmpC det inh -3.3%.
For Cc1[nH]c(=S)[nH]c(=O)c1Cc1ccccc1 the results were AmpC det inh -0.5%.
O=C(CSc1nnc(CNC(=O)c2c(F)cccc2Cl)o1)Nc1ccccc1 was read as AmpC det inh -0.7%.
Screening C=CCNC(=O)C1CCN(c2nc(C)cc(-c3ccccc3)n2)CC1 returned AmpC det inh 2.2%.
For COc1nc(OC)nc(N2CCC(C(=O)Nc3cccc4ccccc34)CC2)n1 the results were AmpC det inh 0.6%.
For CN(C)CCCOC(=O)c1ccc(Br)cc1 the results were AmpC det inh 7.9%.
CC1CCCN(Cc2nc3c(c(=O)n(C)c(=O)n3C)n2CCCc2ccccc2)C1 (stereo unspecified) was read as AmpC det inh 0.0%.
`c1csc(CNc2nc3ccccc3n2CCN2CCOCC2)c1` gave AmpC det inh 5.9%.
`O=C(CN(C(=O)CNS(=O)(=O)c1ccccc1)C1CCCC1)NCC1CCCO1` (stereo unspecified) gave AmpC det inh -2.5%.
`CSCCOC(=O)c1[nH]c2c(c1C)C(=O)CC(c1ccco1)C2` (stereo unspecified) gave AmpC det inh 0.3%.
For Cc1cc(C)c(OCC(=O)Nc2ccc3c(c2)OCO3)cc1C the results were AmpC det inh -1.2%.
COc1ccc(N(CC(=O)N2CCc3ccccc3C2)S(=O)(=O)c2c(C)[nH]c(=O)[nH]c2=O)cc1 was read as AmpC det inh 11.1%.
Screening Cc1noc(C)c1S(=O)(=O)N1CCCC(C(=O)NCc2ccccn2)C1 (stereo unspecified) returned AmpC det inh -0.1%.
`c1ccc(B2OC[C@@H]3OB(c4ccccc4)O[C@H]([C@@H]4COB(c5ccccc5)O4)[C@@H]3O2)cc1` gave AmpC det inh 1.58µM*.
Screening C(=N\n1cnnc1)/c1ccc2c(c1)OCCO2 returned AmpC det inh -2.9%.
Screening CN(Cc1ccncc1)C1CC(=O)N(c2ccc(Cl)cc2)C1=O (stereo unspecified) returned AmpC det inh -3.8%.
For CC(=O)c1cccc(NC(=O)CCS(=O)(=O)c2cccc3nonc23)c1 the results were AmpC det inh 1.4%.
For OCCOCCNc1ncnc2nc[nH]c12 the results were AmpC det inh 11.5%.
`Cc1cccc(-c2nc(CS(=O)CC(=O)NCC3CCCO3)c(C)o2)c1` (stereo unspecified) gave AmpC det inh 10.6%.
`O=C1c2[nH]nc(-c3ccccc3O)c2C(c2ccc(F)cc2)N1CC1CCCO1` (stereo unspecified) gave AmpC det inh -7.0%.
`OCCCNCc1cccc2ccccc12` gave AmpC det inh -5.6%.
Screening CCCCc1ccc(S(=O)(=O)Nc2cc(C)on2)cc1 returned AmpC det inh 0.0%.
For COc1ccc(Br)cc1-c1noc(-c2ccccc2F)n1 the results were AmpC det inh -4.7%.
For COc1ccc(CN(CC(=O)NCC2CCCO2)C(=O)CCC(=O)Nc2cc(C)on2)cc1 (stereo unspecified) the results were AmpC det inh 10.1%.
For O=C1c2ccccc2S(=O)(=O)N1Cc1cc(=O)n2ccsc2n1 the results were AmpC det inh -0.6%.
CC1(C)Cc2c(sc3c2c2ncnn2c2nnc(SCC(=O)NCc4ccco4)n32)CO1 was read as AmpC det inh 11.8%.
Cc1ccc(CC2CC(=O)N(c3cc(C)on3)C2=O)cc1 (stereo unspecified) was read as AmpC det inh 11.4%.
For Cn1c(SCc2nn[nH]n2)nc2c1c(=O)n(Cc1ccccc1Cl)c(=O)n2C the results were AmpC det inh -2.8%.
COC(=O)c1cc(NC(=O)C2CC2)cc(C(=O)OC)c1 was read as AmpC det inh -3.8%.
For Cn1c(C(=O)O)c(CC(=O)NCC2COc3ccccc3O2)c2ccccc21 (stereo unspecified) the results were AmpC det inh -2.8%.
CCCCOC(=O)C1C2C=CC3(CN(CCc4ccccc4)C(=O)C13)O2 (stereo unspecified) was read as AmpC det inh 11.7%.
Screening N#Cc1cccc(NC(=O)N2CCCC3(CCN(C(=O)c4ccncc4)CC3)C2)c1 returned AmpC det inh -2.0%.
`Cc1cccc(N2C(=O)c3cccc4c(N(C)CCO)ccc(c34)C2=O)c1` gave AmpC det inh -0.1%.
N#CC1=C(N)SC(N)=C(C#N)C1c1ccoc1 was read as AmpC det inh -6.2%.
CCOc1ccc(N(Cc2cc3ccc(C)cc3[nH]c2=O)C(=O)COC)cc1 was read as AmpC det inh -2.5%.
For O=C(Nc1ccccc1Cl)c1cnccn1 the results were AmpC det inh -0.6%.
For COc1ccccc1-c1cc(N(C)Cc2ccco2)ncn1 the results were AmpC det inh 4.4%.
Screening CCC/C=C(\CCC)C(NC(=O)c1ccc(-c2ccccc2)cc1)c1ccc(C(=O)OC)cc1 (stereo unspecified) returned AmpC det inh -3.0%.
For Cc1sc2nc3c4ccccc4c(NCc4ccco4)nn3c(=O)c2c1C the results were AmpC det inh -1.1%.
For COC(=O)c1ccccc1N1C(=O)[C@@H]2C(c3ccc(F)cc3)=NO[C@@H]2C1=O the results were AmpC det inh -6.5%.
Screening CC#CCOC(=O)C1=CCCN(C)C1 returned AmpC det inh -1.6%.
For COc1ccc(S(=O)(=O)N2Cc3ccccc3CC2C(=O)N2CCOCC2)cc1 (stereo unspecified) the results were AmpC det inh -2.5%.
For Clc1ccc(Br)cc1-c1nc(-c2ccncc2)no1 the results were AmpC det inh -5.5%.
Screening CCCCC(=O)Nc1cccc(-c2nc3ncccc3o2)c1 returned AmpC det inh 0.0%.
CCC1(C)Cc2ccccc2/C(=C/C(=O)N2CCCCC2)N1 (stereo unspecified) was read as AmpC det inh -2.7%.
For CCOC(=O)CNC(=O)Nc1nnc(-c2ccc(OCC)cc2)o1 the results were AmpC det inh -1.0%.
`CCCn1c(C)nc2c(NCCCN(C)C)nc(C)nc21` gave AmpC det inh 11.2%.
For CC1(C)CC(=O)c2cnc(NC(=O)c3ccco3)nc2C1 the results were AmpC det inh 17.4%.
`CN1CCN(c2ncnc3ccc(Br)cc23)CC1` gave AmpC det inh 7.1%.
For CCCSc1nc(O)c(CC)c(=O)n1C(C)CC (stereo unspecified) the results were AmpC det inh -2.9%.
Nc1nonc1C(=O)OCC(=O)N1CCCCC1 was read as AmpC det inh -2.6%.
O=C(OCc1cccc2ccccc12)c1ccc2c(=O)[nH]c(CN3CCOCC3)nc2c1 was read as AmpC det inh -4.7%.
For COc1ccc(CC(=O)Nc2ccc3c(c2)CCC3)cc1S(=O)(=O)N1CCOCC1 the results were AmpC det inh -4.3%.
For CS(=O)(=O)N1CCC(C(=O)NCCN2CCN(Cc3ccccc3)CC2)CC1 the results were AmpC det inh -0.6%.
Screening CC(C)CC1(C(=O)NCc2ccccn2)C=CCN1C(=O)c1ccccc1 (stereo unspecified) returned AmpC det inh 13.7%.
Screening Cc1cc(C)n(-c2nncn2NC(=O)c2ccc(Cl)cc2O)n1 returned AmpC det inh 10.7%.
For CCNc1ncc2nc(C)c(=O)n(C)c2n1 the results were AmpC det inh 1.3%.
For COc1cc2nc(C3CCC3)n(NC(=O)C(OC(C)=O)c3ccccc3)c(=O)c2cc1OC (stereo unspecified) the results were AmpC det inh -0.7%.
`CCOc1cc(N2CCOCC2)c(OCC)cc1NC(=O)c1nc2nccc(C)n2n1` gave AmpC det inh -2.6%.
`Cn1nnc(C(O)CNCc2cccs2)n1` (stereo unspecified) gave AmpC det inh 9.5%.
CCOC(=O)c1sc(C)c2c(=O)n(CCCN3CCOCC3)cnc12 was read as AmpC det inh -1.9%.
COc1ccc(Oc2ncc3nc(-c4ccc(F)cc4)c(=O)n(C)c3n2)cc1 was read as AmpC det inh -1.1%.
`COc1ccc(NC(=O)CCNC(=O)Cn2ccc3ccccc3c2=O)c(OC)c1` gave AmpC det inh 8.1%.
`CCn1c(CSc2nc(C)cc(C)n2)nnc1SCC(=O)N1CCCc2ccccc21` gave AmpC det inh -0.9%.
c1ccc(-c2cc(CSc3nc4ccccc4[nH]3)on2)cc1 was read as AmpC det inh -2.3%.

Looked up by structure from above, 5 records:
`COc1ccc(NC(=O)CCNC(=O)Cn2ccc3ccccc3c2=O)c(OC)c1` gave AmpC det inh 8.1%.
Screening Cc1cc(C)n(-c2nncn2NC(=O)c2ccc(Cl)cc2O)n1 returned AmpC det inh 10.7%.
For CS(=O)(=O)N1CCC(C(=O)NCCN2CCN(Cc3ccccc3)CC2)CC1 the results were AmpC det inh -0.6%.
`Cn1nnc(C(O)CNCc2cccs2)n1` (stereo unspecified) gave AmpC det inh 9.5%.
`CCn1c(CSc2nc(C)cc(C)n2)nnc1SCC(=O)N1CCCc2ccccc21` gave AmpC det inh -0.9%.

Only part of the results is shown. The share of hits here may be higher or lower than overall.
